Cneo AK release = Cryptococcus neoformans cell lysis inducers, primary screen, AK release luminescence, single concentration. C. neoformans lysis, adenylate kinase release luminescence, 4 h; normalised: neutral wells 0, clomiphene wells 100. lysis activity, % at 15 µM. 360,000 tested, 0.2% active. AID 651654, 2012;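 active = mean lysis activity across replicates of at least 80%, whatever share of replicates individually reach that level; inactive = mean lysis activity below 80%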
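Material: C. neoformans cells | Amount: Yeast cell density of 5 × 10^6 cells/mL | Medium: Fresh YPD growth medium | Dosing: Single dose | Times: Static 4 h at 37 °C with compound, 1 h detection | Detection: AK luminescence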
ERAP1 HTS inh = human ERAP1 aminopeptidase inhibitors, primary screen, biochemical, single point, plate reader; recombinant ERAP1, Leu-AMC fluorescence, 60 min; inhibition, % at 10.7 µM; 340,000 tested, 0.15% active;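 active = mean replicate inhibition of at least 30%, or all replicates individually reaching that 30% level; inactive = mean below 30% and not every replicate reaching it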;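 also: 0% = neutral control wells and 100% = L-leucinethiol positive control wells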
PGC1a acetyl inh = inhibitors of PGC1a acetylation signal, primary screen, cell-based, U2OS, AlphaScreen, inhibitor mode | AlphaScreen anti-acetyl-lysine; with virally co-expressed GCN5 acetyltransferase | inhibition, % at 15.6 µM | 350,000 tested, 0.17% active;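 active = every replicate shows inhibition of at least 40%; inconclusive = mean inhibition at least 40% but some replicate below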;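 also: 0% = neutral control wells and 100% = positive control wells; some results beyond the cut were filed as inactive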
RAD52 inh = RAD52 DNA annealing inhibitors, primary screen, biochemical, FRET, single point, set 2; DNA repair protein RAD52 homolog (Homo sapiens), P43351; recombinant RAD52 DNA annealing, FRET fluorescence; inhibition, % at 18.7 µM; 360,000 tested, 0.46% active; AID 651710, 2012;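 active = every replicate showing at least 50% inhibition; inconclusive = mean inhibition at least 50% but not in every replicate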
miR-122 sensor = miR-122 Renilla sensor signal increase in Huh7, primary screen, miR-122 inhibitor project, cell-based, single point, plate reader | AID 602342, 2012 | activation (reporter increase), % at 12.5 µM | 340,000 tested, 0.3% active | Huh7 miR-122 Renilla luciferase sensor, 48 h; neutral wells = 0, positive control = 100;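 active = mean replicate activation score at least 90 and every replicate individually at or above 90; inconclusive = only one of the two criteria met; inactive = neither criterion met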;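 also: higher luciferase means less miR-122 activity so hits act as miR-122 inhibitors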
PglD DTNB = C. jejuni PglD acetyltransferase inhibitors, primary screen, biochemical, DTNB colorimetric, single point | UDP-N-acetylbacillosamine N-acetyltransferase PglD (Campylobacter jejuni) | purified PglD enzyme, DTNB colorimetric CoA detection | inhibition, % at 12.5 µM | 360,000 tested, 0.098% active | AID 602405, 2012; in the data active = inhibition above about 16%, passing the limit was not always enough; inconclusive = no clear call, values can overlap the other calls; also: strong numbers were not always called active
RAD54 inh = inhibitors of human RAD54 branch migration, primary screen, biochemical, fluorescence, single point; DNA repair and recombination protein RAD54-like (Homo sapiens), Q92698; RAD54 Holliday junction branch migration, FAM/BHQ fluorescence; inhibition, % at 10.4 µM; 360,000 tested, 0.14% active; AID 602329, 2012;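 active = mean normalized replicate activity at least 40 and at least half of replicates scoring 40 or more; inconclusive = only one of the two criteria met; inactive = mean below 40 and under half of replicates reaching 40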;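 also: 0% = median of neutral control wells and 100% = median of positive control wells; inhibitors cause a drop in the FAM fluorescence signal; in these data hits start at about 50%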
Target sequence (Q92698 whole entry, looked up): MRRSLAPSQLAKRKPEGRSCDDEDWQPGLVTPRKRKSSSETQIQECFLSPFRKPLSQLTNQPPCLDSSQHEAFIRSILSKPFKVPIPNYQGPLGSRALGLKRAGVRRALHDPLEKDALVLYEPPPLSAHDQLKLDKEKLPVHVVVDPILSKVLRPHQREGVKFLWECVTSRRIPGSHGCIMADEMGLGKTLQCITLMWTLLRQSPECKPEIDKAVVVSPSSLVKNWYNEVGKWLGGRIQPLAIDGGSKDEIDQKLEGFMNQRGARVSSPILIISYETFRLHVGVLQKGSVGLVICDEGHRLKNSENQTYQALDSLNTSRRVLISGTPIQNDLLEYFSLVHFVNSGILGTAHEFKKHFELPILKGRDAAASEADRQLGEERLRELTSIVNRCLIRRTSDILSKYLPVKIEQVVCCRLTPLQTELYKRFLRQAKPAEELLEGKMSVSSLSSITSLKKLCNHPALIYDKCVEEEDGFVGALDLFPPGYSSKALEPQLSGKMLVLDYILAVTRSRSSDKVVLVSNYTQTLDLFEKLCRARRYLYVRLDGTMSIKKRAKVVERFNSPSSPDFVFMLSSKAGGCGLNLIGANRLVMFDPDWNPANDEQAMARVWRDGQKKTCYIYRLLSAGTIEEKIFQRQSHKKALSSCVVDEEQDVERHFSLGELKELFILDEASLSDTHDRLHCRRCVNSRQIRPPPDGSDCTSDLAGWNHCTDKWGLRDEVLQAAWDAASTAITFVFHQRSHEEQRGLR
E-sel inducer = E-selectin induction in HUVECs, primary screen, imaging, HUVEC, immunofluorescence imaging, single point | P16581 | normalized: neutral wells 0, TNF-alpha wells 100 | activation, % at 7.58 µM | 260,000 tested, 0.37% active | AID 686992, 2013;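 active = mean E-selectin-positive cell signal at least 10% of the positive control, reached in at least 60% of replicates, without over 20% cell loss; inconclusive = no rule given, readout overlaps actives, possibly toxicity-flagged; inactive = the rest, including those meeting only one limit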;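 also: in these data hits start at about 27%; measured in HUVEC primary endothelial cells; signal is the percent of cells scored E-selectin positive by PE staining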
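Assay system: HUVEC primary endothelial cells. Input: 3,000 HUVEC seeded per well. Doses: one compound dose added by pin transfer. Read-out basis: % PE-positive cells. Benchmarks: TNF-alpha high, DMSO low. Detection: immunofluorescence imaging. Buffer or medium: EGM-2, gelatin.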
The depositor's hits bear a star; ? = inconclusive; / = not tested or not shown; [ ] = another dose, or the depositor's remark.

SMILES | Cneo AK release | ERAP1 HTS inh | PGC1a acetyl inh | RAD52 inh | miR-122 sensor | PglD DTNB | RAD54 inh | E-sel inducer
C[C@@H]1CN([C@H](C)CO)C(=O)c2cc(NC(=O)c3ccncc3)ccc2O[C@@H](C)CCCCO[C@H]1CN(C)Cc1ccc(C(=O)O)cc1 | 0.8 | 4.0 | -9.9 | 99.0* | 4.9[16.7 µM] | 3.2 | -5.6 | -0.2
CCC1CCCCN1CCCn1c(=S)[nH]c2ccccc2c1=O (configuration not stated) | 7.2 | / | 5.2 | / | -7.8 | -1.7 | 9.0 | /
COc1ccc(Cl)cc1C(=O)OCC(=O)NC1CCCC(C)C1C (configuration not stated) | -2.3 | -1.6 | / | -3.7 | / | 1.3 | 3.4 | 0.1
COc1ccc(S(=O)(=O)N[C@@H]2CC[C@@H](CCn3cc(-c4cccc(F)c4)nn3)O[C@H]2CO)cc1 | 3.0 | 1.3 | -0.8 | -9.2 | / | -0.1 | -5.3 | -0.7
C[C@H](NC(=O)C[C@@H]1CC[C@@H](NC(=O)CN2CCOCC2)[C@@H](CO)O1)c1ccccc1 | 18.1 | -0.2 | 12.4 | -10.1 | 26.5[16.7 µM] | -0.4 | 8.9 | -0.7
Cc1ccc(N2C(=O)CC(Sc3nc4ccccc4o3)C2=O)cc1Cl (configuration not stated) | -1.4 | / | -15.0 | / | -0.8 | 1.4 | -2.3 | /
CN(C)c1ccc(N=Cc2ccco2)cc1 | -0.9 | / | 12.4 | / | -1.8 | -1.5 | 6.5 | /
CCC1NC(=O)c2cc3ccccc3cc2-n2c1nc1cc(OC)c(OC)cc1c2=O (configuration not stated) | 1.4 | 16.0 | / | -1.9 | -9.7 | -7.4 | -7.4 | -0.1
CC(=O)N1[C@H](CO)[C@H](c2ccccc2)[C@H]1CN(C(=O)c1cccc(F)c1)C(C)C | 53.8 | 2.6 | 7.8 | -3.7 | -21.4[16.7 µM] | 1.7 | 9.5 | 0.0
COc1ccccc1NC(=O)N(C)C[C@H]1Oc2cc(Br)ccc2S(=O)(=O)N([C@@H](C)CO)C[C@H]1C | -4.2 | 1.0 | -22.1 | -3.0 | 54.5[16.7 µM] | 0.7 | -5.7 | 0.1
Cc1cc(NC(=O)CSc2nc3c(sc4ccccc43)c(=O)n2CCc2ccccc2)n[nH]1 | -1.9 | / | 1.8 | / | 20.9 | -6.4 | -1.0 | /
Cc1ccc(S(=O)(=O)N(C)C[C@H]2Oc3ccc(NC(=O)NC4CCCCC4)cc3C(=O)N([C@@H](C)CO)C[C@@H]2C)cc1 | 1.5 | -0.3 | -0.1 | 8.7 | -1.3[16.7 µM] | -0.2 | -5.6 | -0.3
Cc1ccc(S(=O)(=O)Nc2ccc3c(c2)C(=O)N([C@@H](C)CO)C[C@@H](C)[C@H](CN(C)Cc2ccc4c(c2)OCO4)O3)cc1 | 1.2 | 2.8 | -1.4 | 8.7 | -5.6[16.7 µM] | 0.0 | -14.4 | 0.6
CC1Cc2cc(S(=O)(=O)N3CCN(c4ccc(Cl)cc4)CC3)ccc2N1C(=O)C1CC1 (configuration not stated) | 10.4 | -1.2 | 2.6 | -5.1 | 4.7 | 4.3 | -10.3 | /
O=C(CCN1C(=O)/C(=C/c2ccc(F)cc2)SC1=S)Nc1cccnc1 | 0.4 | 3.4 | 18.2 | -4.7 | 3.5 | -4.8 | 2.5 | -0.1
O=C(CSc1ncnc2scc(-c3ccccc3)c12)N1CCN(c2ccccc2F)CC1 | 0.2 | 0.6 | -1.3 | -15.5 | 8.7 | -8.5 | 4.5 | /
CC(C)C#Cc1cnc2c(c1)C(=O)N([C@H](C)CO)C[C@@H](C)[C@H](CN(C)Cc1ccccc1F)O2 | 9.3 | -0.4 | -14.6 | 4.6 | 44.6[16.7 µM] | -3.3 | -9.1 | -0.1
CC(OC(=O)CCc1nc2ccccc2[nH]c1=O)c1ccccc1 (configuration not stated) | / | -2.9 | -17.1 | -8.4 | -1.5 | / | / | 4.8
CCC(C(=O)Nc1ccccc1)c1ccccc1 (configuration not stated) | 1.4 | / | -1.7 | / | -1.0 | -0.6 | -3.4 | /
CC1(C)C(=O)OC(c2ccccc2)C(C)(C)C1=O (configuration not stated) | -1.4 | 1.8 | -3.3 | -6.2 | / | 2.8 | -0.6 | 2.5
CC(C)C(NC(=O)CN1C(=O)c2ccccc2C1=O)c1ccccc1 (configuration not stated) | -1.9 | -6.1 | / | -7.4 | 7.9 | 4.1 | 2.5 | 1.0
CCC(=O)N1CCC(c2ccc(OC)cc2)=N1 | / | 4.0 | 5.2 | -2.8 | -10.4 | / | / | /
COc1cc2c(cc1NC(=O)c1ccc(C(C)(C)C)cc1)CCCC2 | -0.1 | / | -3.4 | / | 17.5 | -0.2 | -4.5 | /
COc1ccc(NC(=O)CCNS(=O)(=O)c2cc(Br)ccc2Br)cc1S(N)(=O)=O | -0.7 | -7.3 | 3.0 | -0.5 | ? | 3.8 | -2.3 | 0.0
Cc1ccc(SCC(=O)OCC(=O)N(C)CC(=O)Nc2ccc(F)cc2)cc1C | -0.5 | 3.8 | 7.0 | -18.5 | 1.1 | -0.1 | 0.9 | 1.9
COc1ccccc1OCCn1cc(C(=O)O)c2ccccc21 | 1.4 | -1.2 | -1.3 | -8.3 | 0.6 | 5.5 | -9.3 | 3.7
Cc1cc(C(=O)N2CCc3ccccc32)ccc1[N+](=O)[O-] | 0.1 | 8.9 | / | -5.3 | 5.5 | -1.6 | -4.5 | 0.0
CCCNC(=O)Nc1ccc2c(c1)OC[C@@H](C)N(Cc1ccncc1)C[C@H](C)[C@@H](OC)CN(C)C2=O | -3.8 | 0.0 | -0.3 | 4.9 | / | 2.9 | 5.5 | 0.3
CCOc1ccc(C(=O)Nc2c3c(nn2C(C)(C)C)CSC3)cc1OCC | 0.0 | / | 13.0 | / | -4.9 | -3.3 | -1.2 | /
CO[C@@H]1CN(C)C(=O)c2ccc(NC(=O)C3CCC3)cc2OC[C@@H](C)N(CC2CCCCC2)C[C@@H]1C | -1.5 | -6.9 | -2.2 | -3.3 | / | 4.5 | -2.7 | 0.4
CCN(CCn1cccn1)C(=O)c1ccc(OC2CCN(C(=O)CCOC)CC2)cc1 | -0.3 | 5.0 | / | -12.3 | 0.3 | -0.5 | -5.1 | -0.2
C[C@H](CO)N1C[C@H](C)[C@H](CN(C)C(=O)c2cccnc2)Oc2ncc(C3=CCCCC3)cc2C1=O | -6.2 | 0.3 | 0.0 | -0.5 | / | -7.0 | 2.6 | 0.8
Nc1[nH][nH]c(=O)c1N=Nc1ccccc1 | 1.0 | 6.5 | / | -8.2 | -6.7 | -3.2 | 2.3 | 1.2
CCOc1ccc(NC(=O)CSc2nnc(C3CC3)n2C2CC2)cc1 | -0.8 | 0.9 | 24.8 | 4.7 | -6.0 | 0.0 | -4.4 | -2.1
Cc1ccc(S(=O)(=O)N2CC(O)C[C@H]2C(=O)OCC(=O)N2CCN(c3ccc(F)cc3)CC2)cc1C (some centres not stated) | 1.5 | 0.9 | -8.9 | -13.6 | -1.2 | -3.0 | -3.9 | -0.7
CCCc1nnc(NC(=O)CCCN2C(=O)c3ccccc3C2=O)s1 | 2.0 | / | -10.2 | / | -3.6 | 7.2 | 5.3 | /
Cc1ccccc1S(=O)(=O)c1cc(C#N)c(=O)[nH]c1N | -10.6 | -4.5 | 18.1 | -15.6 | -0.4 | -12.1 | 1.0 | /
COc1ccc(S(=O)(=O)Nc2ccc(S(=O)(=O)N3CCCCC3)cc2)cc1OC | 0.3 | / | 5.6 | / | 70.1 | -9.2 | -1.5 | -1.7
CC(C)[C@@H]1COCn2nncc2CCCC(=O)N1 | 1.0 | 1.3 | / | 5.0 | / | / | / | 0.2
COc1ccccc1CC(=O)O/N=C(\N)c1cccc([N+](=O)[O-])c1 | 4.3 | / | 2.3 | / | 6.4 | -2.7 | -9.5 | /
CCCc1nc2sc(C(=O)OCC)c(N)c2c2c1COC(C)(C)C2 | 2.7 | / | -1.0 | / | 5.7 | 0.0 | -2.4 | /
CCC1CCCCN1S(=O)(=O)c1ccc(NC(=O)c2cccs2)cc1 (configuration not stated) | 0.4 | / | -5.1 | / | / | 4.9 | -3.1 | /
CCC(=O)Nc1cc(-c2nc3ncccc3o2)ccc1Cl | -0.9 | -0.6 | 7.0 | -7.1 | 5.8 | -1.6 | -3.9 | /
COc1ccc(CCNC(=O)NCCc2c[nH]c3ccccc23)cc1OC | -1.9 | -2.4 | 14.2 | -11.2 | -1.4 | -4.4 | -5.7 | 0.3
Cc1cc(C)cc(NC(=O)COC(=O)c2cccc(S(=O)(=O)N3CCCCC3)c2)c1 | 2.2 | 3.4 | -0.8 | -11.1 | / | -0.9 | 0.7 | 1.1

An excerpt from above, limited to RAD52 inh and PGC1a acetyl inh.
SMILES	RAD52 inh	PGC1a acetyl inh
Nc1[nH][nH]c(=O)c1N=Nc1ccccc1	-8.2	/
Cc1ccc(S(=O)(=O)N2CC(O)C[C@H]2C(=O)OCC(=O)N2CCN(c3ccc(F)cc3)CC2)cc1C (some centres not stated)	-13.6	-8.9
C[C@H](CO)N1C[C@H](C)[C@H](CN(C)C(=O)c2cccnc2)Oc2ncc(C3=CCCCC3)cc2C1=O	-0.5	0.0
CC(C)[C@@H]1COCn2nncc2CCCC(=O)N1	5.0	/

Next section.
SMILES | Cneo AK release | ERAP1 HTS inh | PGC1a acetyl inh | RAD52 inh | miR-122 sensor | PglD DTNB | RAD54 inh | E-sel inducer
COc1ccc(Cl)cc1NC(=S)N1CCCCCC1 | 6.1 | -2.4 | / | -9.5 | / | -4.3 | -0.2 | -0.3
CC(C)CN1C(Nc2ccccc2)=NC[C@@H]1C | 1.2 | 0.4 | 3.2 | -20.6 | 8.6 | -3.0 | 0.9 | -0.1
COc1ccc(N(CC(=O)NCCSCc2ccccc2Cl)S(C)(=O)=O)cc1Cl | 1.3 | 0.1 | -20.8 | -6.3 | 0.2 | -4.0 | 8.5 | 1.0
O=Cc1ccc(Sc2ncccn2)o1 | 2.8 | -2.5 | 7.2 | -52.1 | -1.5 | 3.4 | -5.2 | 5.6
CC(=O)Nc1ccc(NC(=O)c2cc(C)nn2-c2ccccc2)cc1 | -1.6 | / | -7.9 | / | 4.8 | -1.5 | 3.5 | /
CCc1noc(C)c1C(=O)OCC(=O)NCc1ccccc1OC | -0.6 | 0.3 | -12.3 | -2.7 | / | 0.3 | 5.4 | -0.3
Cc1ccc(C(=O)Nc2ccon2)cc1S(=O)(=O)N1CCCCCC1 | -0.5 | / | 5.1 | / | -1.1 | 1.0 | 4.0 | /
